From PubChem BioAssay
KDM4E inh = inhibitors of human JMJD2E histone demethylase; B2RXH2; JMJD2E catalytic domain, FDH-coupled NADH fluorescence (FDH is formaldehyde dehydrogenase); Potency, µM (titrated, usually from 57.1 µM), without a hit: top-dose activity change, negative = inhibition, usual class: inhibitors; hit rate 1.6% among 230,000; AID 2147; active means well fitted inhibition curve with a large enough effect, not every such curve was filed as active; inconclusive means small, poorly fitted or top-dose-only effect, or another doubt; inactive means no such curve, though single readings can be large or run the other way;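 further: 0% = wells with enzyme and -100% = buffer wells without enzyme; nearly all actives have a fitted effect of over 50% in size; many of its hits are not listed in these tables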
NPSR antag = neuropeptide S receptor (human) antagonism, cAMP; Q6W5P4; CHO-NPSR cells, cAMP TR-FRET, antagonist mode; Potency, µM (series often up to 38.3 µM), inactives show top-dose activity change, negative = inhibition, usual class: inhibitors; hit rate 1% among 220,000; further: on the % scale 0 is the no-effect control and ±100 the full control effect; nearly all actives have a fitted effect of over 50% in size; many of its hits are not listed in these tables
Target sequence (Q6W5P4 whole entry, looked up): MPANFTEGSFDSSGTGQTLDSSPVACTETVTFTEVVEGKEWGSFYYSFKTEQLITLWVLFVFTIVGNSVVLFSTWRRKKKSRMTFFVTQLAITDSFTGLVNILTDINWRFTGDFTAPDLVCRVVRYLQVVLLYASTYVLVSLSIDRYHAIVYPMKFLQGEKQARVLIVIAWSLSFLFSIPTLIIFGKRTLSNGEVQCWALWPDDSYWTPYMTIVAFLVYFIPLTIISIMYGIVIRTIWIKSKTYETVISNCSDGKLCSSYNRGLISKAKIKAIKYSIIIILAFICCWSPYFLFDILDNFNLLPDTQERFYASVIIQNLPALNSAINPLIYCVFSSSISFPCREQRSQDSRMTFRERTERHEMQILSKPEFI
SMN2 splice enh = increases expression of the SMN2 splice variant; HEK293 SMN2-luciferase splicing reporter, luminescence, 30-36 h; hit rate 2.8% among 210,000; Potency, µM (top dose mostly 46.1 µM), without a hit: at the highest dose activity change, positive = activation, hits mostly activators; further: % of control where 0% means no effect; nearly all actives have a fitted effect of over 55% in size
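HEK293 cells carry an SMN2 […]–luciferase reporter in which exon 7 inclusion puts luciferase in frame. Cells were plated 10-12 h before compound addition, then incubated 30-36 h at 37C. ONE-Glo luminescence was read; sodium butyrate at 4.5 mM final served as control.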
Luc counter = counter-screen: inhibitors of Kinase-Glo firefly luciferase | Q27757 | Kinase-Glo luciferase, ATP luminescence, 8 min | Potency, µM (series often up to 38.3 µM), inactives show at the top dose activity change, negative = inhibition, hits mostly inhibitors | hit rate 0.28% among 200,000; further: on the % scale 0 is the no-effect control and ±100 the full control effect; nearly all actives have a fitted effect of over 60% in size
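Compound is pinned into ATP-containing buffer (10 uM ATP, imidazole pH 7.2, 7 mM MgCl2). Kinase-Glo luciferase reagent is then added. Light output is recorded following an 8-min room-temperature incubation.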
IMPase Li inh = IMPase inhibition in cells with lithium potentiation | CHO-M1 cells, IP1 TR-FRET (IP-One), carbachol + lithium | Potency, µM (highest dose often 59.4 µM), without a hit: at the top dose activity, negative = IMPase inhibition, actives largely listed as inhibitors | AID 1457 | hit rate 0.35% among 210,000;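 further: IP1 builds up when IMPase is blocked and the TR-FRET signal falls; plate controls were basal vehicle for no effect and high inhibitor control for full effect; nearly all actives have a fitted effect of over 50% in size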
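Steps: plate 2000 CHO-M1 cells per well and culture 16–30 h; add compound and lithium; incubate 30 min, 37C; add d2-IP1 tracer and Eu cryptate anti-IP1 antibody in lysis buffer; read after 10 min at room temperature.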
Epigenetic derep = epigenetic control regulation, reporter derepression. murine LDR cells, GFP reporter derepression, 30 h. Potency, µM (top dose mostly 53.9 µM), inactives show at the highest dose GFP activation, usual class: activators. hit rate 0.2% among 280,000. AID 1865; further: % of control where 0% means no effect; nearly all actives have a fitted effect of over 60% in size
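GFP-positive cell count by laser-scanning cytometry (objects 20–120 um) after 30 h, 37 C compound exposure of murine LDR cells; reporter is CMV-GFP integrated at a silenced locus, inducible by HDAC or DNMT inhibitors.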
RECQ1 helicase = blocks DNA unwinding by human RECQ1; RECQ1 DNA unwinding, red fluorescence kinetic read; Potency, µM (series often up to 57.3 µM), for the others: at the highest dose activity, negative = inhibition, hits mostly inhibitors; hit rate 0.54% among 240,000; AID 2549;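 further: plate controls were vehicle for no effect and no enzyme for full effect; nearly all actives have a fitted effect of over 30% in size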
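RECQ1T1 50 nM; forked duplex (20 bp + 30-nt ss tails) 200 nM, ATP 2 mM final; pH 8.0, 2 mM MgCl2, 2.5 ug/ml poly(dI-dC); 15 min compound preincubation; discontinuous kinetic read over 2 h at RT.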
RGS12 GoLoco inh = RGS12 GoLoco-Gai1 interaction inhibition | P63096 | Gai1:RGS12 GoLoco peptide FP, rhodamine, 10 min | Potency, µM (titrated, usually from 61.6 µM), inactives show at the highest dose activity, negative = inhibition, most hits filed as inhibitors | hit rate 0.44% among 230,000 | AID 880; active means well fitted inhibition curve with a large enough effect, not every such curve was filed as active; inactive means no such curve, though single readings can be large or run the other way; further: on the % scale 0 is the no-effect control and ±100 the full control effect; nearly all actives have a fitted effect of over 30% in size; many of its hits are not listed in these tables
Target sequence (P63096 whole entry, looked up): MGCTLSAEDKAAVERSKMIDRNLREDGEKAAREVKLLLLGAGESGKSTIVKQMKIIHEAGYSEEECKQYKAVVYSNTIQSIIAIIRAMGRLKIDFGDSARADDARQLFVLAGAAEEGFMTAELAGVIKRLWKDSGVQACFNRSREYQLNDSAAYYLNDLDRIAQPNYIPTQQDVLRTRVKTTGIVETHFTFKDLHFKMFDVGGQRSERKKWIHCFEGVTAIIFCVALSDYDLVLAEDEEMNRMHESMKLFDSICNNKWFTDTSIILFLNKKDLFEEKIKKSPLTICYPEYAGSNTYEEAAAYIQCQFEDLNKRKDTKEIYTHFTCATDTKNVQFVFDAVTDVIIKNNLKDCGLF
* = called active by the depositor; i = inactive; ? = inconclusive; . = not tested or not shown; & = joins results of further samples; [ ] = dose if it differs, or a comment. Unless noted, the call rests on the fitted dose curve; in most records, active means well fitted curve in the direction sought with a large enough effect; inconclusive means small, poorly fitted or top-dose-only effect, or another doubt; inactive means no such curve, though single readings can be large; an effect the other way counts as inactive or inconclusive. Potency means the concentration at half of the fitted maximal effect. Not all compounds are listed (hit frequency here may not be typical).

entry	compound	KDM4E inh	NPSR antag	SMN2 splice enh	Luc counter
1	CCC(C(=O)Nc1cccc(C(=O)O)c1C)c1ccccc1 (stereo unspecified)	5%	5%	9%	3%
2	COC(=O)C(C)Sc1nc2c(cnn2-c2ccc(C)cc2)c(=O)[nH]1 (stereo unspecified)	2%	-16%[46.1 µM]	5%	-2%
3	COc1ccc(CCNC(=O)c2cc(-c3ccc4c(c3)OCO4)on2)cc1OC	11%	-16%[46.1 µM]	1%	1%
4	CC1=NN(C(=O)COc2ccccc2)C(O)(c2ccccc2)C1 (stereo unspecified)	0%	12%	-10%	-2%
5	CCOC(=O)C1CCN(Cc2ccc(O)c3ncccc23)CC1	8.9µM*	2.5µM*	-21%	-1%
6	CCCCCCCCc1ccc(-c2ccc(C(=O)O)cc2)cc1	.	.	.	-5%[39.9 µM]
7	Cc1cc(-c2n[nH]c(=S)n2-c2ccc(C)c(C)c2)no1	2%	-16%	-19%	4%
8	Cc1c(-n2c(SCC(=O)NC(C)C)nc3ccccc3c2=O)c(=O)n(-c2ccccc2)n1C	-1%	1%	28%	9%
9	C=C(C)C1CC=C(C)/C(=N/Nc2ccccc2[N+](=O)[O-])C1 (stereo unspecified)	4%	-6%	-18%	-6%
10	CCCc1nc2c(C)cc(C)cc2c(N)c1CC	?	-1%[46.1 µM]	18%	3%
11	O=C(O)c1ccccc1C(=O)Nc1ccccn1	?	-18%[46.1 µM]	-5%	2%
12	Cc1ccccc1CN1CCNC1=O	5%	11%[46.1 µM]	?	-2%
13	O=C(O)c1cccc(CSc2nc(-c3ccc(Cl)cc3)cc(C(F)(F)F)n2)c1	1%	-11%[46.1 µM]	3%	-4%
14	Cc1nc(C(=O)NC2CCCCC2)sc1C1(C)CC(c2cccc([N+](=O)[O-])c2)=NO1 (stereo unspecified)	-1%	-40%	.	.
15	Cc1cc(C(=O)N(C2CCCCC2)C2CCCCC2)no1	-2%	-13%[46.1 µM]	-9%	1%

entry	IMPase Li inh	Epigenetic derep	RECQ1 helicase	RGS12 GoLoco inh
1	-2%	-0.1%	-4%	11%
2	20%[38.3 µM]	0.0%	-2%	7%
3	-3%[38.3 µM]	-2.0%	-6%	5%
4	-6%	0.0%	-5%	-3%
5	0%[38.3 µM]	5.6µM*	i	0%
6	20%	8.4%	2%&-5%	2%
7	-10%	4.8%	10%	-28%
8	-2%	-3.8%	-4%	-3%
9	2%	-1.0%	-2%	-3%
10	-7%	-0.9%	-2%	-1%
11	26%[38.3 µM]	5.3%	-2%	-1%
12	8%[38.3 µM]	0.0%	0%	-7%
13	3%[38.3 µM]	1.7%	39%[activator]	6%
14	.	3.2%	-14%	-3%
15	8%[38.3 µM]	0.0%	i	1%

New compounds follow
entry	compound	KDM4E inh	NPSR antag	SMN2 splice enh	Luc counter
16	O=C(NCc1ccco1)C1CCC(N2C(=O)C3C4CCC(C4)C3C2=O)CC1 (stereo unspecified)	-2%	8%	2%	-2%
17	CC(C)CC1NC(=O)N(CC(=O)Nc2ccc3c(c2)CCC3)C1=O (stereo unspecified)	15%	7%	4%	2%
18	NC(=O)CC(NC(=O)c1ccccc1)c1ccc(NCc2ccccc2)c([N+](=O)[O-])c1 (stereo unspecified)	2%	0%	.	.
19	Cc1ccc(-c2nnc(N3CC(C)OC(C)C3)c3ccccc23)cc1 (stereo unspecified)	-13%	-51%	-5%	3%
20	O=C(CCS(=O)(=O)c1ccc(Br)s1)NC1CCCC1	-4%	2%[46.1 µM]	2%	0%
21	COC(=O)[C@@]1(C)CC[C@]2(C)CC[C@@]3(C)C(=CC(=O)C4[C@@]5(C)CC[C@H](O)C(C)(C)[C@@H]5CC[C@]43C)[C@H]2C1 (stereo partly specified)	3%	11%	.	.
22	Cc1cccc(C)c1Nc1nnc(SCC(=O)NC2CCS(=O)(=O)C2)s1 (stereo unspecified)	-5%	8%	?	1%
23	Cc1ccsc1C1C2=C(CC(C)(C)CC2=O)Nc2ncnn21 (stereo unspecified)	-29%	-13%[46.1 µM]	-19%	7%
24	CCc1ccccc1NC(=S)N(CCOC)C(C)c1ccco1 (stereo unspecified)	0%	-10%	.	.
25	Cc1ccc(S(=O)(=O)NN2C(=O)c3ccccc3NC2c2ccccc2)cc1 (stereo unspecified)	?	-29%	-24%	0%
26	O=C(CSc1ccc2nnc(-c3ccc(F)cc3)n2n1)NCC1CCCO1 (stereo unspecified)	?	3%[46.1 µM]	1%	1%
27	COC(CN(C(=O)CCl)C(C(=O)NC1CCCCC1)c1ccc(C)cc1)OC (stereo unspecified)	-1%	2%	-24%	6%
28	COc1ccc2c(c1)OC(=O)CC2c1cc(OC)c(OC)c(OC)c1 (stereo unspecified)	.	.	.	7%[39.9 µM]
29	Cc1nc2ccc(NC(=O)Cc3c(F)cccc3Cl)cc2s1	6%	6%	.	.
30	CCCCn1c(-c2ccccc2)cnc1SCC(=O)NCCc1ccc(OC)c(OC)c1	0%	-23%[46.1 µM]	28%	0%

entry	IMPase Li inh	Epigenetic derep	RECQ1 helicase	RGS12 GoLoco inh
16	-3%	4.6%	i	6%
17	2%	1.8%	i	4%
18	.	-0.9%	i	1%
19	20%	1.3%	-1%	15%
20	23%[38.3 µM]	-5.9%	-11%	-10%
21	.	-2.3%	i	11%
22	5%	0.9%	6%	0%
23	22%[38.3 µM]	1.7%	4%	110%[activator]
24	.	-0.9%	-2%	0%
25	8%	-2.1%	-4%	6%
26	25µM*	0.0%	0%	10%
27	5%	-1.0%	-5%	-4%
28	32%[activator]	15%	-2%[81.1 µM]	-19%[88.7 µM]
29	.	-1.1%	i	9%
30	26%[38.3 µM]	4.3%	0%	0%

Following part:
entry	compound	KDM4E inh	NPSR antag	SMN2 splice enh	Luc counter
31	CCN1C(=C(C#N)C#N)C=Cc2ccccc21	-9%	6%	-1%	6%
32	Cc1sc(/N=C/c2ccccc2O)c(C#N)c1C	3%	1%[46.1 µM]	?	-16%
33	CCOc1ccc(S(=O)(=O)Nc2ccc(S(=O)(=O)N3CCCC3)cc2)cc1	7%	-12%[46.1 µM]	3%	3%
34	CCc1nc(N(CC)CC)c2oc3ccccc3c2n1	-10%	?	-16%	1%
35	CCCc1nnc(NC(=O)CCN2C(=O)c3ccccc3C2=O)s1	16%	-7%[46.1 µM]	27%	2%
36	Cn1nnnc1SCCNCc1ccc(Cl)cc1	0%	-8%[46.1 µM]	1%	-4%
37	CC(C)OC(=O)c1cccc(C(=O)O)n1	12%	-14%[46.1 µM]	-9%	-5%
38	COc1ccc(-n2c(SCC(N)=O)nnc2-c2ccc(NS(=O)(=O)c3ccc(C)cc3)cc2)cc1	3%	-20%[46.1 µM]	-1%	0%
39	O=C(Nc1ccccc1)C1=C[C@@H](C2CCCCC2)C[C@@H](OCc2ccc(CO)cc2)O1	-14%	?	.	.
40	O=C(Nc1ccc(Cl)cc1)Nc1ccccc1CC[N+](=O)[O-]	-12%	-22%	?	1%
41	COc1cccc(-c2nc(COc3ccc(Cl)cc3Cl)no2)c1	-27%	11%	.	.
42	O=C(O)c1ccc(-c2ccc(-c3ccccc3)cc2)o1	.	.	.	1%[39.9 µM]
43	COc1ccc(Nc2nc(N)nc(CSc3nccn3C)n2)cc1	-13%	-9%	.	-2%
44	CCOC(=O)c1ccc(NC(=S)NN)cc1	?	11%	-58%[inhibitor]	-12%

entry	IMPase Li inh	Epigenetic derep	RECQ1 helicase	RGS12 GoLoco inh
31	2%	1.3%	-4%	17%
32	19%[38.3 µM]	3.1%	i	5%
33	24%[38.3 µM]	-2.6%	-2%	9%
34	12%[38.3 µM]	-1.6%	i	0%
35	9%[38.3 µM]	0.0%	i	6%
36	25%[38.3 µM]	1.9%	3%	6%
37	1%	4.7%	-17%	-21%
38	14%[38.3 µM]	0.7%	-2%	7%
39	13%	-1.7%	-27%	3%
40	-11%	2.7%	-1%	9%
41	.	1.1%	-13%	12%
42	0%	-0.1%[96.6 µM]	0%[81.1 µM]	-7%[88.7 µM]
43	-3%	1.4%	7%	-10%
44	7%	-2.4%	-4%	-1%

Six of the compounds above, with one line to a screen:
43) COc1ccc(Nc2nc(N)nc(CSc3nccn3C)n2)cc1
41) COc1cccc(-c2nc(COc3ccc(Cl)cc3Cl)no2)c1
38) COc1ccc(-n2c(SCC(N)=O)nnc2-c2ccc(NS(=O)(=O)c3ccc(C)cc3)cc2)cc1
39) O=C(Nc1ccccc1)C1=C[C@@H](C2CCCCC2)C[C@@H](OCc2ccc(CO)cc2)O1
35) CCCc1nnc(NC(=O)CCN2C(=O)c3ccccc3C2=O)s1
42) O=C(O)c1ccc(-c2ccc(-c3ccccc3)cc2)o1
Compound,43,41,38,39,35,42
KDM4E inh,-13%,-27%,3%,-14%,16%,.
NPSR antag,-9%,11%,-20%[46.1 µM],?,-7%[46.1 µM],.
SMN2 splice enh,.,.,-1%,.,27%,.
Luc counter,-2%,.,0%,.,2%,1%[39.9 µM]
IMPase Li inh,-3%,.,14%[38.3 µM],13%,9%[38.3 µM],0%
Epigenetic derep,1.4%,1.1%,0.7%,-1.7%,0.0%,-0.1%[96.6 µM]
RECQ1 helicase,7%,-13%,-2%,-27%,i,0%[81.1 µM]
RGS12 GoLoco inh,-10%,12%,7%,3%,6%,-7%[88.7 µM]
